Source: PubChem
TSHR antag – antagonists of human thyroid stimulating hormone receptor. activity change, negative = inhibition, % at 11.5 µM. AID 504810. P16473. actives 0.2% (n = 330,000). TSHR-expressing cells, TSH-stimulated cAMP HTRF, 2 h; hits give low values;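 active means activity change below a set negative limit, meaning inhibition stronger than a set level, cut at about -70% in these data; inconclusive means activity change between two set negative limits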; further: on the % scale 0 is the no-effect control and ±100 the full control effect
Target sequence (P16473 whole entry, looked up): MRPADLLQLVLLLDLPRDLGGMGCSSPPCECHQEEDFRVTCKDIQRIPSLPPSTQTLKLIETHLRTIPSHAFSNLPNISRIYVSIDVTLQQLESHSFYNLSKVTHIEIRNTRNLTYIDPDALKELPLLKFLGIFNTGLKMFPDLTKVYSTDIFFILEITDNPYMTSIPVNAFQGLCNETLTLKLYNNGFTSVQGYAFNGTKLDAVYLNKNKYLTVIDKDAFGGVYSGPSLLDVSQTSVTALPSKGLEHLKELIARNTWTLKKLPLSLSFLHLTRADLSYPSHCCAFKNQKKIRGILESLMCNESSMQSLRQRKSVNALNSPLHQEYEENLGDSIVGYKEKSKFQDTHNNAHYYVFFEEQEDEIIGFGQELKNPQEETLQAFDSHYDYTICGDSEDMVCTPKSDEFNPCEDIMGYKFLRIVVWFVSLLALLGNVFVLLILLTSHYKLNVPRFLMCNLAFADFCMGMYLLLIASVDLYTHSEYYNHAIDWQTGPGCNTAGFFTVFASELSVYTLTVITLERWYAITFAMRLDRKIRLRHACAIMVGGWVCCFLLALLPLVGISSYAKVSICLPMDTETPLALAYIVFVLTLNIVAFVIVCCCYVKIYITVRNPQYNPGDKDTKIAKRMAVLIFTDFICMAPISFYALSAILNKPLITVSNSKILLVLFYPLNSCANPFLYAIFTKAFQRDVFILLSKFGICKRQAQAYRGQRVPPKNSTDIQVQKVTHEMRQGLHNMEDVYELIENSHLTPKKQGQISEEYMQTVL
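Antagonism was scored as loss of TSH-driven cAMP in TSHR cells, stimulated with 4nM TSH (EC80) for 2 hours at 37 deg C and detected by homogeneous HTRF competition immunoassay.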
GALK inh – blocks human galactokinase activity; Purified GALK, Kinase-Glo residual ATP luminescence; Potency, µM (top dose mostly 57.5 µM), for inactives: top-dose activity change, negative = inhibition, hits mostly inhibitors; actives 0.007% (n = 270,000); P51570; further: potency means the concentration at half of the fitted maximal effect; on the % scale 0 is the no-effect control and ±100 the full control effect
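Human GALK (5 nM) with 35 uM ATP and 100 uM galactose in 20 mM HEPES pH 8.0, 5 mM MgCl2, 60 mM NaCl, 1 mM DTT, 0.01% BSA. After 1 h at room temperature, leftover ATP was read by Kinase-Glo Plus luminescence.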
S-ASM inh – inhibitors of human secretory acid sphingomyelinase | Potency, µM (highest dose often 57.5 µM), without a hit: at the highest dose activity change, negative = inhibition, usual class: inhibitors | actives 0.006% (n = 340,000) | placental ASM, HMU-PC fluorogenic substrate, 60 min; further: potency means the concentration at half of the fitted maximal effect
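Fluorescence read-out (Ex 386 nm, Em 447 nm) after stopping the reaction at pH 10. Enzyme: ASM from human placenta; substrate HMU-PC0, 9 uM final; 60 min, 37 °C. Compound preincubation 10 min, ambient temperature.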
hERG WT inh – KCNH2 (human, wildtype) channel inhibition | Q12809 | U2OS, BacMam KCNH2, thallium flux FluxOr; hits give low values | activity change, % at 1.84 µM | actives 0.37% (n = 340,000);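 active means maximum activity change below -70%; inconclusive means maximum activity change between -70% and -50%; inactive means maximum activity change above -50%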; further: on the % scale 0 is the no-effect control and ±100 the full control effect
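U2OS cells were transduced with wild-type KCNH2 virus (2.03 x 10^8 / mL) for 4 h at room temperature, then cultured overnight at 37 C. Thallium flux was read with FluxOr dye. Rate constants were normalized to DMSO controls.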
MBNL1-CUG inh – blocks human MBNL1 binding to CUG repeat RNA | actives 0.036% (n = 280,000) | Potency, µM (top dose mostly 57.5 µM), for inactives: at the top dose activity change, negative = inhibition, actives largely listed as inhibitors | TR-FRET MBNL1-His/biotin-(CUG)12 binding, 665/545 ratio | Q9NR56 | AID 2675; active means well fitted inhibition curve with a large enough effect in the signal ratio, with a control signal flat, not every such curve was filed as active; inconclusive means small, poorly fitted or top-dose-only effect, or effect the other way, or a change in a side signal; inactive means no such curve, though single readings can be large or run the other way; the % refers to the signal ratio; further: potency means the concentration at half of the fitted maximal effect; on the % scale 0 is the no-effect control and ±100 the full control effect
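MBNL1-His + Biotin-(CUG)12, cpd titration 92 nM–58 uM; Tb anti-His Ab 0.055 ng/ul, SA-XL665 5 nM (final); 60 min RT; ratiometric 665/545 nm, Ex 340 nm; normalized to buffer and full-complex controls.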
PKM2 act – increases activity of human pyruvate kinase M2. actives 0.34% (n = 260,000). purified PKM2, Kinase-Glo ATP luminescence, activation; response scale: 0% is enzyme alone, no compound. P14618. Potency, µM (titrated, usually from 57.5 µM), for the others: top-dose activation, usual class: activators. AID 1631; further: potency means the concentration at half of the fitted maximal effect; on the % scale 0 is the no-effect control and ±100 the full control effect; nearly all actives have a fitted effect of over 55% in size
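ATP formation by purified human PK-M2, quantified via coupled luciferase luminescence after 1 h at room temperature with 0.1 mM ADP and 0.5 mM PEP final.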
BCR signal inh – blocks chronic active B-cell receptor signaling; ABC-DLBCL IkBa-CBG/CBR reporter, luminescence ratio, 4 h; actives 0.05% (n = 340,000); Potency, µM (titrated, usually from 46.1 µM), for the others: top-dose ratio change, negative = lower green/red ratio, hits mostly inhibitors; AID 493014; active means well fitted inhibition curve with a large enough effect in the signal ratio, with a control signal flat, not every such curve was filed as active; inconclusive means small, poorly fitted or top-dose-only effect, or effect the other way, or a change in a side signal; the % refers to the signal ratio;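 further: potency means the concentration at half of the fitted maximal effect; plate controls were basal doxycycline-induced cells for no effect and cells given 10 µM MG132 for full effect; MG132 reads +100%, hits lower the ratio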
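Concentration-response series (up to 46 uM) were applied to TMD8 dual-reporter cells for 4 h at 37C with doxycycline. Green/red ratio, after filter-overlap correction, defined %Activity; red signal alone was normalised to basal cells and zero luminescence.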
Mito fusion act – mitochondrial division inhibition or fusion activation. Potency, µM (titrated, usually from 46.1 µM), without a hit: top-dose growth rescue (activation), actives largely listed as activators. actives 0.23% (n = 320,000). S. cerevisiae fusion-defective mutant growth rescue, CellTiterGlo 48 h;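 further: potency means the concentration at half of the fitted maximal effect; % of control where 0% means no effect; nearly all actives have a fitted effect of over 45% in size; temperature-sensitive fusion mutants such as fzo1-1 at 37 °C on non-fermentable ethanol glycerol medium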
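Yeast fusion mutant, YPEG (non-fermentable carbon), compound, 48 h at 37C non-permissive; CellTiterGlo added, 10 min RT, luminescence read. Rescued growth = division inhibition.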
Eya2 inh – inhibitors of human Eya2 phosphatase activity | actives 0.006% (n = 330,000) | Potency, µM (series often up to 76.9 µM), inactives show at the highest dose activity, negative = inhibition, actives largely listed as inhibitors | AID 488837 | recombinant Eya2, OMFP fluorescence dephosphorylation (OMFP is methylfluorescein phosphate); further: potency means the concentration at half of the fitted maximal effect; on the % scale 0 is the no-effect control and ±100 the full control effect
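Eya2 (0.2 uM) preincubated 10 min at ambient with compound, then OMFP substrate added at 50 uM; 10 min reaction in 50 mM HEPES pH 7.5, 50 mM NaCl, 5 uM MgCl2, 0.05% BSA, 1 mM DTT. Fluorescence read at Ex 485/Em 525 nm.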
USP2a inh – USP2a (human) protease inhibition. actives 0.01% (n = 330,000). O75604. USP2 core, Ub-CHOP2 coupled fluorogenic reporter, 485/531. Potency, µM (highest dose often 38.3 µM), inactives show top-dose activity change, negative = inhibition, most hits filed as inhibitors. AID 463254;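 further: potency means the concentration at half of the fitted maximal effect; plate controls were DMSO wells for no effect and full inhibition by NEM control for full effect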
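Cell-free coupled assay: 10nM USP2 core preincubated 30min RT with compound in Tris-HCl pH 8.0/CaCl2/CHAPS buffer, then 25nM Ub-CHOP2 and 25nM reporter substrate; fluorescence (Ex 485/Em 531) read after 60min RT, normalized to NEM inhibition, concentration-response curves fitted.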
Menin-MLL TR inh – displaces Texas Red mutant MLL peptide from human menin | O00255 | Menin + Texas Red MLL mutant peptide, fluorescence polarization | Potency, µM (doses to about 61.6 µM), for inactives: top-dose FP activity change, negative = inhibition, usual class: inhibitors | actives 0.23% (n = 270,000) | AID 1768; active means well fitted inhibition curve with a large enough effect in the polarisation, with a control signal flat, not every such curve was filed as active; inconclusive means small, poorly fitted or top-dose-only effect, or effect the other way, or a change in a side signal; inactive means no such curve, though single readings can be large or run the other way; the % refers to the polarisation; further: potency means the concentration at half of the fitted maximal effect; % of control where 0% means no effect; many of its hits are not listed in these tables
An asterisk follows results filed as active; ? = inconclusive; . = no result given; [ ] = remark or other dose. Unless noted, the call rests on the fitted dose curve; in most records, active means well fitted curve in the direction sought with a large enough effect; inconclusive means small, poorly fitted or top-dose-only effect, or another doubt; inactive means no such curve, though single readings can be large; an effect the other way counts as inactive or inconclusive. An excerpt; the hit share may differ from the screen's.

SMILES	TSHR antag	GALK inh	S-ASM inh	hERG WT inh	MBNL1-CUG inh	PKM2 act	BCR signal inh	Mito fusion act	Eya2 inh	USP2a inh	Menin-MLL TR inh
CCc1cccc(NC(=O)C2CCCN(S(=O)(=O)c3cnc[nH]3)C2)c1 (stereo unspecified)	5.5	-5.1%	1.6%	4.2	-1.1%	.	0.3%	-0.1%	-4.1%	5.4%	.
Cc1ccc2[nH]c3c(c2c1)CCNC3=O	-8.8	0.2%	0.6%	-6.9	13.5%	-5.7%	?	-6.0%	-13.7%	-1.7%	-4.8%
COc1ccccc1NC(=O)CCC(=O)Nc1nnc(C2CCCCC2)s1	-6.2	4.5%	-2.4%	-2.9	-4.8%	.	2.3%	-2.9%	-0.3%	-0.6%	.
Cc1ccc(NC(=O)CSCC(=O)O)cc1	-0.8	0.5%	4.7%	-6.3	-12.0%	-0.2%	-23.3%	5.0%	17.5%	3.1%	8.7%
Cc1ccccc1-c1nc(CS(=O)(=O)CC(=O)NCc2ccc3c(c2)OCO3)c(C)o1	-0.7	-1.2%	-1.1%	-0.9	-1.3%	-1.1%	-13.9%	-5.1%	1.1%	3.6%	-11.9%
CC(C)c1ccc([N+](=O)[O-])cc1S(=O)(=O)N1CCN(C)CC1	-7.2	-3.9%	2.4%	12.9	9.8%	0.8%	1.1%	0.2%	-9.6%	0.6%	0.8%
CCc1ccc(OCC(=O)N/N=C/c2cc([N+](=O)[O-])ccc2N2CCCCCC2)cc1	3.4	0.4%	-11.2%	6.8	9.9%	-2.9%	5.1%	18.0%	-9.2%	5.5%	4.3%
COc1ccccc1CNC(=O)N1CCN(S(=O)(=O)c2ccccc2)CC1	-7.2	0.3%	-3.6%	-1.3	-10.9%	?	4.3%	-0.2%	2.0%	-0.8%	-7.0%
CCCCN1C(=O)C(CC(=O)NCC)SC1=Nc1ccccc1 (stereo unspecified)	-6.7	-2.8%	5.5%	-8.5	-2.9%	-2.1%	-1.2%	1.9%	3.2%	1.3%	-9.8%
CC(=O)Nc1ccc(S(=O)(=O)N(Cc2ccco2)Cc2cc3ccccc3[nH]c2=O)cc1	-2.6	-8.5%	0.7%	6.2	-3.2%	.	3.4%	1.0%	-8.5%	-2.9%	.
CCOc1ccc(C(=O)Nc2c3c(nn2-c2ccccc2)CS(=O)(=O)C3)cc1	4.6	5.3%	-3.7%	10.9	1.4%	-4.4%	-8.2%	0.0%	2.2%	0.6%	.
COC(=O)c1ccc(C(=O)OC)c(NC(=S)N2CCN(c3ccccc3)CC2)c1	-13.2	6.5%	26.8%	-16.6	-9.9%	-0.4%	-12.6%	-3.8%	-11.2%	-0.6%	26.6%
CC1=NN(c2ccc(C)cc2C)C(=O)C1C(c1ccccc1)C1C(=O)N(c2ccc(C)cc2C)N=C1C (stereo unspecified)	14.4	2.4%	0.6%	-8.8	8.5%	21.8%	-2.5%	-0.8%	9.5%	-2.3%	?
COC(=O)[C@]1(C)CCC[C@@]2(C)C3CC[C@]4(OC(C)=O)C[C@@]3(CCC21)CC4=O (stereo partly specified)	-6.4	.	-8.0%	.	.	.	-3.7%	5.9%	11.4%	0.0%	.
CN(C)C(=O)Cn1c(SCC(=O)NCc2ccc3c(c2)OCO3)nc2ccccc21	19.7	2.6%	1.8%	-4.2	-8.5%	1.5%	?	2.2%	-6.8%	3.4%	-0.7%
C=C(C)n1c(=O)n(Cc2ccccc2C)c2ccccc21	-24.9	-7.4%	-0.5%	-14.9	-7.6%	.	3.2%	4.7%	0.5%	7.4%	?
O=C(CN1CCN(c2ccccn2)CC1)NC1CCCC1	2.9	5.8%	-2.0%	5.0	0.1%	-2.8%	2.3%	0.4%	9.7%	2.0%	7.4%
CCNC(=O)NCc1c(C)c(C)n(Cc2ccccc2)c1-n1cccc1	-8.2	-0.1%	-4.1%	0.3	3.7%	2.2%	-5.1%	3.1%	6.0%	2.7%	-5.8%
Cc1nnc(N/N=C/c2ccc(Br)cc2)n1N	10.2	3.3%	-3.9%	-11.8	24.5%	0.3%	?	-1.8%	-0.5%	-8.1%	1.4%
C[C@@H]1CC=C[C@H]2[C@H]1C(=O)N(Cc1ccccc1)[C@H]2c1ccc(C(F)(F)F)cc1	-6.2	-2.4%	-12.6%	-14.9	11.3%	-3.3%	-4.4%	-54.1%[inhibitor]	-27.0%	0.4%	.
O=C(Nc1nsc(-c2ccccc2)n1)c1cccs1	23.7	0.6%	8.2%	3.9	-1.6%	-33.1%	?	8.4%	8.9%	-2.0%	5.5%
Nc1n[nH]c(C(F)(F)F)c1-c1ccccc1	16.1	2.3%	3.2%	-1.7	-8.1%	-6.9%	0.8%	-4.5%	7.7%	0.4%	2.1%
CCOc1ccc(N(CC(=O)NCc2ccc(OC)cc2)S(C)(=O)=O)cc1	7.9	-3.8%	1.7%	-0.4	-3.9%	-10.3%	0.2%	3.1%	6.3%	0.6%	8.0%
CCOC(=O)c1cnc2c(C)cc(Cl)cc2c1NCCCN1CCOCC1	-6.6	1.5%	41.3%[activator]	0.5	6.7%	-1.6%	4.2%	-0.7%	-4.6%	1.6%	-22.1%
CCOc1ccc(S(=O)(=O)N2CCN(C(=O)c3sccc3C)CC2)cc1	3.5	0.6%	0.0%	-4.1	-1.1%	-11.3%	-8.5%	-1.5%	?	2.1%	-7.1%
COc1ccc(NC(=O)/C(C#N)=C/c2ccc(-c3ccccc3C(=O)O)o2)cc1	-23.6	-2.4%	-1.0%	6.9	?	-0.3%	?	-3.4%	5.0%	-1.3%	41.2%[activator]
COc1ccccc1N1CCN(C(c2ccc(F)cc2)c2nnnn2C(C)C)CC1 (stereo unspecified)	-6.2	0.0%	2.4%	12.3	6.9%	-4.1%	1.0%	4.6%	-1.4%	1.0%	-7.0%
CC(C#N)(NC(=O)CN1CCN(S(=O)(=O)c2cc(C(F)(F)F)ccc2Cl)CC1)C1CC1 (stereo unspecified)	11.8	.	-1.3%	-0.4	.	.	-8.7%	11.0%	6.6%	0.1%	.
COc1ccc(-c2noc(-c3cccnc3)n2)cc1OC	0.5	3.4%	-3.1%	-4.3	-2.9%	1.8%	-1.9%	2.1%	-8.1%	2.6%	-15.6%
COc1cccc(CNC(=O)C2CCN(S(=O)(=O)c3ccc4c(c3)CC(C)N4C(C)=O)CC2)c1 (stereo unspecified)	-14.9	-3.5%	-1.2%	-12.1	-5.0%	10.5%	-2.6%	-3.8%	-19.5%	-0.1%	-1.8%
O=C(NCc1ccco1)C1CC2CCC1C2 (stereo unspecified)	7.3	-0.3%	7.6%	11.2	-3.4%	-1.5%	?	-0.5%	-8.2%	0.8%	-5.3%
Nc1c(C2=NCCO2)nnn1Cc1ccccc1	9.5	-1.0%	1.8%	-1.9	10.6%	-11.1%	-4.0%	-1.4%	-2.0%	2.6%	19.3%
Cc1cccc(N2CC(C(=O)Nc3nnc(SCC(=O)NCC4CCCO4)s3)CC2=O)c1 (stereo unspecified)	-11.9	0.5%	.	-12.3	?	-2.3%	-1.2%	-1.4%	3.9%	-0.7%	.

Compounds above that contain an aryl thioether with sulfur outside any ring:
SMILES	TSHR antag	GALK inh	S-ASM inh	hERG WT inh	MBNL1-CUG inh	PKM2 act	BCR signal inh	Mito fusion act	Eya2 inh	USP2a inh	Menin-MLL TR inh
CN(C)C(=O)Cn1c(SCC(=O)NCc2ccc3c(c2)OCO3)nc2ccccc21	19.7	2.6%	1.8%	-4.2	-8.5%	1.5%	?	2.2%	-6.8%	3.4%	-0.7%
Cc1cccc(N2CC(C(=O)Nc3nnc(SCC(=O)NCC4CCCO4)s3)CC2=O)c1 (stereo unspecified)	-11.9	0.5%	.	-12.3	?	-2.3%	-1.2%	-1.4%	3.9%	-0.7%	.
